Assay outcomes: PubChem BioAssay, National Center for Advancing Translational Sciences (NCATS)
BAZ2B block = qHTS Assay for Inhibitors of BAZ2B. AlphaScreen BAZ2B-H3K14Ac peptide displacement. Potency, µM (doses to about 114 µM), inactives show top-dose activity change, negative = inhibition, hits mostly inhibitors. Bromodomain adjacent to zinc finger domain protein 2B (Homo sapiens), Q9UIF8. hit rate 4.4% among 360,000; note: % is set by controls: 0 for no effect and ±100 for the full control effect; nearly all actives have a fitted effect of over 60% in size
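BAZ2B (50 nM) with biotin-H3(5-23)K14Ac peptide (50 nM) in PBS pH 7.4, 0.01% Tween-20, preformed 30 min, then compound 30 min at room temperature; top concentration 110uM. AlphaScreen streptavidin donor/nickel chelate acceptor beads (10 ug/mL final), 20 min dark, signal read.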
POLI inh = qHTS for Inhibitors of Polymerase Iota. hit rate 1% among 390,000. DNA polymerase iota (Homo sapiens), Q9UNA4. Potency, µM (highest dose often 115 µM), for the others: top-dose activity, negative = inhibition, hits mostly inhibitors. Pol iota fluorescent replication assay, 10 min
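Fluorescent replication assay read twice, at 0 min and 10 min after adding 50 nM (final) substrate. Enzyme (10 nM) and compounds were first incubated 15 min at room temperature; enzyme-free buffer wells were negative controls.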
POLK inh = qHTS for Inhibitors of Polymerase Kappa; DNA polymerase kappa (Homo sapiens), Q9UBT6; purified Pol kappa, fluorescent DNA synthesis assay, 10 min; Potency, µM (series often up to 107 µM), inactives show at the top dose activity, negative = inhibition, hits mostly inhibitors; hit rate 0.53% among 400,000; AID 588579, 2011; note: % is set by controls: 0 for no effect and ±100 for the full control effect
Target sequence (Q9UBT6 whole entry, looked up): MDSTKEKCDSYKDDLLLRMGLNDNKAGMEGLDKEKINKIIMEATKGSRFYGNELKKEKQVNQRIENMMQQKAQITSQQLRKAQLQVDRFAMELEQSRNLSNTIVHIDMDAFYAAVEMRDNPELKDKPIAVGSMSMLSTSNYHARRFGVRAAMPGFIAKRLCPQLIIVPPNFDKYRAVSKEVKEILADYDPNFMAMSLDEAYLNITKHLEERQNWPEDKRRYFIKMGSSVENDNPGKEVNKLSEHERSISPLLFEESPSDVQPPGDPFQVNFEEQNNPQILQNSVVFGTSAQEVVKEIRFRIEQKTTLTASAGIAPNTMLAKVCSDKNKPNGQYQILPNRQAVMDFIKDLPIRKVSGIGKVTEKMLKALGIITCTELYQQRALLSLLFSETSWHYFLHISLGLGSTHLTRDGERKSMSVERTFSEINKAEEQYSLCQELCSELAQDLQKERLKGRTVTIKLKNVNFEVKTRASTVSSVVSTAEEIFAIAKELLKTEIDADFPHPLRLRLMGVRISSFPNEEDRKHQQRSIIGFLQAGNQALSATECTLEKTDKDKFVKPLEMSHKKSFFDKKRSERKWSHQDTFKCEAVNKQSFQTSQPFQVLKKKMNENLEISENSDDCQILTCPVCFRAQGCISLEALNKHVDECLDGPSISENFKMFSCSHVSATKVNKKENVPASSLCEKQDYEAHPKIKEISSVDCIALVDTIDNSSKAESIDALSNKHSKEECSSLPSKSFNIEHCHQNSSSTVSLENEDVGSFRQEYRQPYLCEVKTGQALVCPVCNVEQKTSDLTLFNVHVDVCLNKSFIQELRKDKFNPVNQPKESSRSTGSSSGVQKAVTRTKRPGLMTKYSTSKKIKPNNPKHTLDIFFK
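10 nM Pol kappa preincubated 15 min at room temperature with compounds, then reaction started with substrate at 50 nM final. Fluorescence read kinetically at 0 and 10 min; buffer-only wells served as negative control.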
JMJD2A Tudor inh = qHTS Assay for Inhibitors of JMJD2A-Tudor Domain; Potency, µM (series often up to 114 µM), without a hit: at the top dose activity change, negative = inhibition, hits mostly inhibitors; AlphaScreen JMJD2A-Tudor / H3K4me3 peptide binding; Lysine-specific demethylase 4A (Homo sapiens), O75164; AID 504339, 2011; hit rate 4.4% among 390,000; note: % is set by controls: 0 for no effect and ±100 for the full control effect; nearly all actives have a fitted effect of over 50% in size
APEX1 inh = qHTS Assay for Inhibitors of the Human Apurinic/apyrimidinic Endonuclease 1 (APE1); DNA repair nuclease/redox regulator APEX1 (Homo sapiens), P27695; recombinant APE1, TAMRA/BHQ-2 abasic DNA cleavage fluorescence; Potency, µM (top dose mostly 65.8 µM), inactives show top-dose activity change, negative = inhibition, most hits filed as inhibitors; hit rate 0.35% among 350,000; AID 2517, 2012;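 note: plate controls were vehicle for no effect and reference inhibitor for full effect; nearly all actives have a fitted effect of over 55% in size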
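Kinetic fluorescence read (525 ex/598 em nm, three reads 60 s apart) of AP-site incision; signal = third minus first read. Enzyme 0.75 nM, dual-labelled THF duplex 50 nM, compound preincubation 15 min RT.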
G9a block = qHTS Assay for Inhibitors of Histone Lysine Methyltransferase G9a | Potency, µM (highest dose often 102 µM), for the others: at the highest dose activity, negative = inhibition, hits mostly inhibitors | Histone-lysine N-methyltransferase EHMT2 (Homo sapiens), Q96KQ7 | hit rate 8.8% among 350,000 | G9a H3K9 monomethylation, AlphaScreen, 2 h; note: % is set by controls: 0 for no effect and ±100 for the full control effect; nearly all actives have a fitted effect of over 75% in size
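G9a (20 nM) preincubated 15 min RT with compounds, then 500 nM biotinylated H3K9 peptide and 20 uM SAM added; 2 h RT reaction. Monomethyl-H3K9 product detected by AlphaScreen with anti-H3K9me1 antibody, streptavidin donor and anti-rabbit IgG acceptor beads.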
POLH inh = qHTS for Inhibitors of Polymerase Eta. DNA polymerase eta (Homo sapiens), Q9Y253. Potency, µM (series often up to 114 µM), without a hit: at the top dose activity change, negative = inhibition, hits mostly inhibitors. recombinant Pol eta, fluorescent DNA replication assay. hit rate 1.2% among 390,000; note: % is set by controls: 0 for no effect and ±100 for the full control effect
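Pol eta at 10 nM preincubated with compounds 15 min at room temperature; reaction started with fluorescent substrate (50 nM final) and read kinetically at 0 and 10 min.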
POLB inh = qHTS Assay for Inhibitors of DNA Polymerase Beta. P06746. Pol beta primer extension/strand displacement, fluorescence kinetic. Potency, µM (highest dose often 114 µM), for inactives: top-dose activity change, negative = inhibition, actives largely listed as inhibitors. hit rate 1.3% among 340,000. AID 485314, 2010; note: % is set by controls: 0 for no effect and ±100 for the full control effect
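Pol beta (10 nM) and compounds were preincubated 15 min at room temperature, then 50 nM substrate (final) started primer extension/strand displacement. Reads were taken at 0 and 10 min; concentration-response data were fitted to a four-parameter Hill equation.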
BLM helicase inh = qHTS Assay for Inhibitors of Bloom's syndrome helicase (BLM); recombinant BLM DNA unwinding, fluorescence dequenching; Potency, µM (doses to about 56.1 µM), without a hit: at the highest dose activity change, negative = inhibition, hits mostly inhibitors; hit rate 0.2% among 350,000;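 note: plate controls were vehicle for no effect and no enzyme for full effect; nearly all actives have a fitted effect of over 35% in size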
The depositor's hits bear a star; ? = inconclusive; · = not tested or not shown; & = joins results of further samples; [ ] = dose if it differs, or a comment. Calls come from the whole dose curve; as a rule, active = well fitted curve in the direction sought with a large enough effect; inconclusive = small, poorly fitted or top-dose-only effect, or another doubt; inactive = no such curve, though single readings can be large; an effect the other way counts as inactive or inconclusive. Potency is the fitted concentration of half-maximal effect.

BAZ2B block	POLI inh	POLK inh	JMJD2A Tudor inh	APEX1 inh	G9a block	POLH inh	POLB inh	canonical_smiles	BLM helicase inh
8%	123%[activator]	4%	1%	19%	-6%[0.501 µM]	-21%	10%	CCCCC1(C(=O)OC)NC(c2ccc(O)cc2)C2C(=O)N(c3ccccc3)C(=O)C21 (stereo not given)	-6%
-13%	19%	-2%	-3%	33%[activator]	21%	-5%	2%	COc1ccc(CN2CCC(n3nccc3NC(=O)C3CC3)CC2)c(OC)c1OC	-1%
·	5%	-13%	50µM*	·	·	-8%	·	Cc1[nH]n2c(=O)cc(-c3ccc([N+](=O)[O-])cc3)nc2c1-c1ccccc1	·
·	-13%	5%	-9%	5%	·	-11%	·	Cc1ccc(C(=O)Nc2cccc(C(F)(F)F)c2)cc1NC(=O)c1c[nH]c2cc(C(F)(F)F)ccc2c1=O	·
-34%	?	-5%	-27%	?	50µM*	-8%	-27%	C#CCOCCOCCOCCNc1nc(N2CCN(C(=O)[C@H](C(C)C)n3cc(CCO)nn3)CC2)nc(N2CCN(C(=O)[C@H]([C@@H](C)CC)n3cc(CCCCN)nn3)CC2)n1	1%
-4%	10%	-5%	-7%	-2%	-1%[59 µM]	-11%	11%	COC(=O)c1[nH]c2cccc(OC)c2c1NC(=O)CN1CCC(C(N)=O)(N2CCCCC2)CC1	0%
-16%	-1%	-7%	9%	4%	2%	-23%	?	CCC(C(=O)NC1CCCCC1)N(Cc1cccs1)C(=O)c1snc(C(N)=O)c1N (stereo not given)	-3%
6%	?	-17%	-15%	-1%	-28%	-15%	10%	CCCCNC(=O)CS(=O)Cc1nc(-c2ccc(C)cc2)oc1C (stereo not given)	-4%
-12%	147%[activator]	-17%	-14%	-2%	?	7%	1%	CC(=O)N1CCN(c2ccc([N+](=O)[O-])c(NCc3cccnc3)c2)CC1	4%
8%	9%	-8%	-16%	7%	-38%[59 µM]	-8%	21%	COc1cccc(NC(=O)NC2CCN(Cc3nnnn3Cc3ccc(F)cc3)CC2)c1	-3%
4%	-15%	-7%[60.1 µM]	-17%	11%	?	7%	-14%	CSc1ccccc1N=CC1=C(O)CC(C)(C)CC1=O	3%
7%	12%	-14%[60.1 µM]	5%	·	4%[59 µM]	-15%	-2%	O=C(CSc1n[nH]c(-c2ccccc2)n1)N1CCCCC1	-2%

Ordered by number of heavy atoms (low to high): 4 of the compounds above
BAZ2B block	POLI inh	POLK inh	JMJD2A Tudor inh	APEX1 inh	G9a block	POLH inh	POLB inh	canonical_smiles	BLM helicase inh
·	5%	-13%	50µM*	·	·	-8%	·	Cc1[nH]n2c(=O)cc(-c3ccc([N+](=O)[O-])cc3)nc2c1-c1ccccc1	·
-16%	-1%	-7%	9%	4%	2%	-23%	?	CCC(C(=O)NC1CCCCC1)N(Cc1cccs1)C(=O)c1snc(C(N)=O)c1N (stereo not given)	-3%
8%	123%[activator]	4%	1%	19%	-6%[0.501 µM]	-21%	10%	CCCCC1(C(=O)OC)NC(c2ccc(O)cc2)C2C(=O)N(c3ccccc3)C(=O)C21 (stereo not given)	-6%
-34%	?	-5%	-27%	?	50µM*	-8%	-27%	C#CCOCCOCCOCCNc1nc(N2CCN(C(=O)[C@H](C(C)C)n3cc(CCO)nn3)CC2)nc(N2CCN(C(=O)[C@H]([C@@H](C)CC)n3cc(CCCCN)nn3)CC2)n1	1%

Laid out differently: 2 of the compounds above.
| Compound | BAZ2B block | POLI inh | POLK inh | JMJD2A Tudor inh | APEX1 inh | G9a block | POLH inh | POLB inh | BLM helicase inh |
| --- | --- | --- | --- | --- | --- | --- | --- | --- | --- |
| Cc1ccc(C(=O)Nc2cccc(C(F)(F)F)c2)cc1NC(=O)c1c[nH]c2cc(C(F)(F)F)ccc2c1=O | · | -13% | 5% | -9% | 5% | · | -11% | · | · |
| C#CCOCCOCCOCCNc1nc(N2CCN(C(=O)[C@H](C(C)C)n3cc(CCO)nn3)CC2)nc(N2CCN(C(=O)[C@H]([C@@H](C)CC)n3cc(CCCCN)nn3)CC2)n1 | -34% | ? | -5% | -27% | ? | 50µM* | -8% | -27% | 1% |

(more compounds)
BAZ2B block	POLI inh	POLK inh	JMJD2A Tudor inh	APEX1 inh	G9a block	POLH inh	POLB inh	canonical_smiles	BLM helicase inh
-23%	3%	-6%	-13%	-4%	-1%[59 µM]	-12%	-9%	CC(C)[C@H](NS(=O)(=O)c1ccc2c(c1)OCCO2)C(=O)OCC(=O)Nc1cccc(Cl)c1Cl	-6%
?	-22%	4%[60.1 µM]	-8%	14%	11%[12.7 µM]	-2%	22%	O=C(C1=C(O)C(=O)N(Cc2ccco2)C1c1ccccc1F)c1cccs1 (stereo not given)	-3%
3%	21%	-2%	-11%	-7%[12.4 µM]	21%[59 µM]	-17%	?	Cc1cc(=O)c(C(=O)O)nn1-c1cccc(C(F)(F)F)c1	1%
·	·	4%[60.1 µM]	·	-2%&3%	11%[59 µM]	·	·	CCCCC/C=C\C/C=C\CCCCCCCC(=O)O[C@@H](CO)COC(=O)CCCCCCCCCCCCCCCCC	-2%
3%	-15%	-6%	-35%	-6%	-1%	2%	-2%	COc1ccccc1/C=C/C=N/NC(=O)CCC1C(=O)NN=C1C (stereo not given)	-12%
·	·	6%[60.1 µM]	·	1%	4%[12.7 µM]	·	·	COc1ccccc1CN1CCCC2(CCN(C(=O)c3ccncc3)CC2)C1	1%
9%	20%	-7%	-3%	12%	7%[59 µM]	-2%	13%	CCOCCCNC(=O)C(NC(=O)CNC(C)=O)c1ccc(C)cc1 (stereo not given)	-2%
-7%	-15%	-7%	-11%[11.4 µM]	-4%	-13%	11%	0%	O=S(=O)(c1ccc2ccccc2c1)N1CCN(C(=S)Nc2ccccc2F)CC1	-13%
-3%	29%	-4%	-32%	-6%	-43%[12.7 µM]	?	5%	O=C(N/N=C/c1ccc(-c2ccccc2[N+](=O)[O-])o1)c1cccnc1	-3%
5%	35%	-1%	2%	·	-2%[59 µM]	-12%	17%	CCC1CCC(C(=O)NC(C(=O)Nc2cccc(OC)c2)C(C)C)CC1 (stereo not given)	1%
·	·	-4%[60.1 µM]	·	-9%	?	·	·	CC(=O)OC1CC(OC(C)=O)[C@]2(C)C(CC(=O)[C@]3(C)C2CC[C@@]2(C)C(c4ccoc4)OC(=O)C4O[C@@]423)C1(C)C (stereo not given in full)	-8%
9%	10%	-3%	-18%	-1%	-1%[59 µM]	-6%	-2%	COc1ccc(OCC(O)CNC(=O)c2ccc(Br)cc2)cc1 (stereo not given)	-7%
-5%	36%[activator]	-9%	1%	4%	?	5%	26%	CC1Cc2cc(S(=O)(=O)N3CCC(C(N)=O)CC3)ccc2N1C(=O)C1CC1 (stereo not given)	-3%
?	24%	-13%	-27%	-8%	45µM*	-24%	·	Cc1cc(C(=O)COC(=O)/C=C/c2cccc(Br)c2)c(C)n1C	·
5%	0%	-11%	-10%	·	2%[59 µM]	-18%	12%	COc1ccc(-c2cc(C(F)(F)F)c(C#N)c(SCC(=O)Nc3ccc(F)cc3)n2)cc1	-4%
-24%	7%	5%	4%	11%	45%	-16%	16%	CSc1ccc(/C=C/C(=O)N2CCN(c3ccccn3)CC2)cc1	-5%
5%	3%	3%	-7%	-7%	-8%	-15%	47%	Cc1cc(NC(=O)C2CC(=O)N(c3cccc(C)c3C)C2)no1 (stereo not given)	-12%
-4%	5%	-1%	2%	-5%	·	-4%	3%	CCN1CCN(C(c2cccs2)C(C)NC(=O)c2cccc(OC)c2)CC1 (stereo not given)	-1%
-14%	-7%	-14%	-1%	-1%	-7%	-7%	-17%	Cc1ccccc1C(=O)Nc1nnc(SC(C)C)s1	-2%
-11%	2%	-17%	-25%	-15%	2%[12.7 µM]	-15%	·	Cc1ccc2c(c1)C1CN(C)CCC1N2S(=O)(=O)c1ccc(C(C)C)cc1 (stereo not given)	·
-34%	-11%	3%	-19%	2%	?	-14%	10%	O=C(O)CCC(=O)Nc1ccc(-c2nnc(-c3ccco3)o2)cc1	-9%
3.2µM*	24%	-6%	13µM*	-2%	8%	-17%	42%	COc1ccc(NC(=O)CC(NCc2ccccn2)C(=O)O)cc1 (stereo not given)	3%
-2%&11%	12%&45%	-10%&-3%	-11%&-9%	2%	?	1%&-18%	25%&9%	CCC(C(=O)NCc1ccccc1OC)n1nc(C)n2c(cc3occc32)c1=O (stereo not given)	-10%&-3%
-2%	12%	-7%[60.1 µM]	-13%	·	-12%[59 µM]	-16%	2%	CCOc1ccccc1N(C)C(=O)c1cc(S(=O)(=O)NCc2ccc(C)cc2)ccc1F	-5%
-8%	2%	-21%	9%	-5%	59%	-3%	6%	CCOc1ccccc1Nc1ncnc2ccc(Br)cc12	-6%
-29%	138%[activator]	-1%	?	3%	5.6µM*	-21%	-18%	CC(O)CNCCNCc1cccs1 (stereo not given)	-4%

An excerpt; rates above refer to the full screens.
